Screening data (PubChem BioAssay)
NR1D1 modulator – modulates human Rev-erb alpha binding to DNA. Rev-erbα–FITC-DNA binding, fluorescence polarization, 90 min. AID 1259318. activity, % at 10 µM. actives 0.79% (n = 370,000). P20393;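 active = activity above about 14%, limit read from the data; passing the limit was not always enough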;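 also: 0% = DMSO wells with 35 nM protein and 100% = DMSO wells with 750 nM protein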
DAX1 inh-1 – inhibitors of DAX1 repression of SF-1 activated StAR promoter. HEK293T StAR-luciferase reporter, SF-1/DAX-1 repression relief. inhibition, % at 6.8 µM. actives 1.1% (n = 370,000). AID 652010;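 active = inhibition above the mean over all tested compounds plus 3 SD, cut at about 3.6% in these data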;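 also: 0% = DAX-1 cells with DMSO and 100% = cells lacking DAX-1 with DMSO; higher inhibition means more luminescence from relief of DAX-1 repression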
hgDAF-12 ag – hgDAF-12 agonism, primary luciferase screen. HEK293 GAL4-hgDAF12 UAS-luciferase reporter, agonist luminescence; normalized to butyrate control. activation, % at 6.8 µM. actives 1.8% (n = 370,000). AID 687014;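 active = activation above a cutoff set at the mean of all screened compounds plus 3 SD, cut at about 10% in these data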;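 also: 0% = DMSO wells and 100% = sodium butyrate wells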
PLCg1 inh – inhibitors of human phospholipase C gamma1; actives 0.84% (n = 370,000); AID 720700; P19174; purified PLC-gamma1, fluorogenic substrate, fluorescence; inhibition, % at 12.2 µM; in the data active = inhibition above about 9.5%
Target sequence (P19174 whole entry, looked up): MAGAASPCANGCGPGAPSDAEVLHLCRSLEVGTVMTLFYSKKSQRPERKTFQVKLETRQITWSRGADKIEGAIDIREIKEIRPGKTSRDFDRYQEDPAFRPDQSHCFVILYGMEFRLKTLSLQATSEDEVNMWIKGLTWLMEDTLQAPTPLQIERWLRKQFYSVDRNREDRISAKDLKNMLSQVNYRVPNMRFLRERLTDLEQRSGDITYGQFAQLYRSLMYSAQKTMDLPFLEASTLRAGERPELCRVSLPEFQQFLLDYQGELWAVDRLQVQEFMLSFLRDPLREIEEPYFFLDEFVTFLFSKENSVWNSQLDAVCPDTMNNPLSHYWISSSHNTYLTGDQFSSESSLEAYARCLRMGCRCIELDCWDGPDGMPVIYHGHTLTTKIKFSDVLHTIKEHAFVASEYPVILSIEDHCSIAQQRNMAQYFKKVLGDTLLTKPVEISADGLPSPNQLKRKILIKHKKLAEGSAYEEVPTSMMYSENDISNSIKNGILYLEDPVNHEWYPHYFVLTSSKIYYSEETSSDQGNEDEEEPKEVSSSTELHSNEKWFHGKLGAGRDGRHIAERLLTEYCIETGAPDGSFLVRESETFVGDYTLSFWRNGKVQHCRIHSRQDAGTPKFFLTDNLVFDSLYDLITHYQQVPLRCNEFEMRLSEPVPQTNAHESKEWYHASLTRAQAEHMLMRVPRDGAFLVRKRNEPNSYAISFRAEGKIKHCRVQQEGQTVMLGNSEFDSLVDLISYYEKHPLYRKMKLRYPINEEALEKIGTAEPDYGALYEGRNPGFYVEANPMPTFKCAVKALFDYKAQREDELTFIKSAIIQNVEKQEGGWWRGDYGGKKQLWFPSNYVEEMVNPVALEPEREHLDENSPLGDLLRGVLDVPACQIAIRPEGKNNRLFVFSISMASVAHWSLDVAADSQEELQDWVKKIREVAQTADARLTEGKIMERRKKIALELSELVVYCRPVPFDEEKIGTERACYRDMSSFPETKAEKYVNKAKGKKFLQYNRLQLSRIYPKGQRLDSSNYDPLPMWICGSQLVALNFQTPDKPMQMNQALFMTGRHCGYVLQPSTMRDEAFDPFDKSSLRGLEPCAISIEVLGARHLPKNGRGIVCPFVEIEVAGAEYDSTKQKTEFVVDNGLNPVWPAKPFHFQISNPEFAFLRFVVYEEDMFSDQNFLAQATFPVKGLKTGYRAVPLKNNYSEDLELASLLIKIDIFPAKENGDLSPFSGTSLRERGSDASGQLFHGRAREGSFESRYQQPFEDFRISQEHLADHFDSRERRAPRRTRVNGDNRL
MBD2 DNA inh – blocks human MBD2 binding to methylated DNA | Q9UBB5 | TR-FRET, MBD2 binding to methylated oligonucleotide | inhibition, % at 4.4 µM | actives 0.31% (n = 370,000) | AID 686964; in the data active = inhibition above about 13%
SMARCA2 activ – SMARCA2 function activation, primary screen; MG213 cells, MMTV-luciferase reporter, dexamethasone, overnight; activation, % at 9.1 µM; actives 1% (n = 370,000); AID 652017; in the data active = activation above about 7.8%;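 also: 0% = vehicle wells and 100% = reference activator wells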
hcDAF-12 act – H. contortus DAF-12 activation, primary screen | HEK293 hcDAF-12 lit1-tk-luc reporter, luminescence; 0% DMSO, 100% Δ7-dafachronic acid | activation, % at 6.8 µM | actives 1.4% (n = 370,000) | AID 652067;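 active = activation above the mean of all tested compounds plus 3 SD, cut at about 5.5% in these data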;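 also: 100% = response to 3 µM Δ7-dafachronic acid high control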
DAX1 inh-2 – inhibits human nuclear receptor DAX1; AID 504766; HEK293 Gal4-DAX1 luciferase reporter, luminescence; inhibition, % at 6.75 µM; actives 0.99% (n = 340,000);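 active = inhibition above the mean over all tested compounds plus 3 SD, cut at about 4.2% in these data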;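 also: 0% = DAX1-transfected cells with DMSO and 100% = empty-vector control cells with DMSO; inhibition shows as a rise in luminescence from relieved DAX1 repression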
PLCb3 inh – PLC-beta3 (human) inhibition, primary screen; AID 720704; actives 0.18% (n = 370,000); inhibition, % at 12.2 µM; Purified PLC-beta3, fluorogenic substrate, fluorescence; Q01970; in the data active = inhibition above about 11%;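 also: 0% = median of compound wells on plate and 100% = full blocker control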
ADAM17 inh – inhibits human ADAM17; recombinant ADAM17, EDANS/DABCYL FRET peptide cleavage; actives 0.83% (n = 370,000); inhibition, % at 6.95 µM; P78536;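 active = inhibition above the mean of compounds lying between control limits plus 3 SD, set per campaign, cut at about 8.5% in these data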;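 also: 0% = DMSO-only wells as the low control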
ssDAF12 agonist – S. stercoralis DAF-12 activation, primary screen. HEK293 ssDAF-12/GRIP1 lit1-tk-luc reporter, luminescence; % of 3 µM dafachronic acid response. actives 1% (n = 370,000). activation, % at 6.8 µM. AID 652126;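 active = activation above the mean over all tested compounds plus 3 SD, cut at about 0.9% in these data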;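 also: 0% = DMSO-only wells and 100% = 3 µM delta7-dafachronic acid wells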
* hit, by the source's call; / = no result given.

SMILES	NR1D1 modulator	DAX1 inh-1	hgDAF-12 ag	PLCg1 inh	MBD2 DNA inh	SMARCA2 activ	hcDAF-12 act	DAX1 inh-2	PLCb3 inh	ADAM17 inh	ssDAF12 agonist
Cc1nc(CN(C)C(=O)c2cc(COc3c(F)cccc3F)on2)cs1	-1	-0.1	-5.0	-3	-2	1	-0.5	1.7	-8	-3	-1.1
Cc1nc(C(F)(F)F)ccc1C(=O)Nc1ccc2ccccc2n1	-9	-0.1	3.5	1	0	0	1.7	-0.5	-5	-5	-1.0
COc1ccc([C@H]2[C@H]3C=CC[C@@H](C)[C@@H]3C(=O)N2Cc2ccccc2)cc1Cl	3	0.9	-1.5	-1	-3	0	-0.6	1.0	-1	3	-0.6
Cc1cccc(NC(=O)CCc2nc3sc4c(c3c(=O)[nH]2)CCCC4)c1	-2	-0.9	3.0	-6	0	0	-1.7	0.4	-5	-2	-1.2
COc1ccc(CNC(=O)c2cc3c(=O)[nH]c4ccccc4c3n2C)cc1	3	-0.1	-0.5	0	0	-1	1.2	-1.4	-9	-5	0.1
CCCCCCN1C[C@H](O)[C@@H](n2cc(COC(=O)c3ccccc3)nn2)C[C@@H]1c1ccc(C)cc1	-7	-0.1	6.0	8	-1	-5	0.8	0.5	-2	4	-0.8
CC(=O)N1CCCc2cc(S(=O)(=O)N3CCCC3)ccc21	0	0.0	-1.0	2	0	-2	0.6	0.4	-8	-1	-1.0
O=C(NC(=S)Nc1cccc2cccnc12)c1cccs1	3	-0.5	0.3	-5	2	-1	6.6*	-1.2	-3	-1	-0.9
O=C(N=Nc1c(O)[nH]c2ccccc12)c1ccc(CN2CCOCC2)cc1	2	1.0	1.6	1	-4	-3	-0.7	1.7	-1	-1	-1.0
Brc1ccc2nc(-c3cccs3)c(NCC3CCCO3)n2c1 (stereo not drawn)	4	1.3	6.5	-170	-4	1	2.5	-0.3	-234	-33	-1.1
C=CCn1cc(C(=O)N2CCN(C)CC2)c(=O)c2cc(S(=O)(=O)N(CC)CC)ccc21	0	0.7	1.3	0	6	1	0.2	0.8	-1	5	-2.2
O=C(O)C1CCCCC1C(=O)NCc1cn2ccccc2n1 (stereo not drawn)	-1	0.5	1.0	-9	-4	-1	-0.5	0.2	-5	-6	-1.4
CON(C)c1nc(OCCNC(=O)OCc2ccc(Cl)cc2Cl)nc(N(C)C)n1	7	-1.1	-2.4	4	-2	-2	-0.9	-0.8	2	0	-1.9
CSCC[C@H](NC(=O)COc1ccc(Cl)cc1)c1nc2ccccc2[nH]1	-1	0.7	3.6	0	1	-1	1.1	-0.7	-1	1	-0.7
C=CCSC1=N/C(=C\c2sccc2C)C(=O)S1	3	-0.6	-0.9	0	-1	-2	-1.2	0.7	-2	2	-1.8

Sorted by the number under NR1D1 modulator (lowest first): 3 of the compounds above
structure	NR1D1 modulator
Cc1nc(C(F)(F)F)ccc1C(=O)Nc1ccc2ccccc2n1	-9
CCCCCCN1C[C@H](O)[C@@H](n2cc(COC(=O)c3ccccc3)nn2)C[C@@H]1c1ccc(C)cc1	-7
C=CCSC1=N/C(=C\c2sccc2C)C(=O)S1	3

(listing goes on)
SMILES	NR1D1 modulator	DAX1 inh-1	hgDAF-12 ag	PLCg1 inh	MBD2 DNA inh	SMARCA2 activ	hcDAF-12 act	DAX1 inh-2	PLCb3 inh	ADAM17 inh	ssDAF12 agonist
CN(C)/C=N/C(=S)Nc1ccccc1	-3	-0.4	1.8	0	-1	1	0.5	0.5	2	0	-0.9
Cc1cc2nc(C)n3c4ccccc4nc3n2n1	1	0.8	2.9	4	3	-5	3.1	-0.8	8	8	-0.2
COc1ccc(NC(=O)CN2C(=O)NC3(CCCC3)C2=O)cc1S(=O)(=O)N1CCCCC1	-4	-1.5	-3.6	2	-5	-4	-0.6	-0.1	-4	-1	-0.8
COc1cccc(CN(C(=O)c2ccco2)C2CCS(=O)(=O)C2)c1 (stereo not drawn)	-2	-1.7	-0.9	-1	0	-1	-1.4	0.1	-8	-4	-1.1
CC(C)C(NC(=O)COc1ccc2ccccc2c1)C(=O)N/N=C/C=C/c1ccccc1 (stereo not drawn)	-1	-0.1	-1.8	1	5	-3	-1.8	-0.3	2	-1	-1.5
OC(Cn1ccnc1)c1ccc(Cl)cc1Cl (stereo not drawn)	-1	-0.1	-0.3	1	8	-2	0.0	1.1	1	-3	-1.3
CC1CCCN(C(=O)c2ccc(S(=O)(=O)Nc3ccccc3Cl)cc2)C1 (stereo not drawn)	-1	-0.1	-1.7	3	-2	-1	-0.3	-0.3	-5	-3	-0.9
CC(C(=O)O)(C1CCCCC1)C1(O)CCCCC1 (stereo not drawn)	1	-1.6	0.1	1	3	-4	-2.0	/	2	-2	-1.1
COc1ccccc1NS(=O)(=O)c1cccc(C(=O)NNC(=O)c2ccc(O)c(Cl)c2)c1	5	0.1	0.2	-3	2	2	-0.9	0.6	-6	0	-0.6
Cc1cc(N2CCOCC2)nc(C(C)C)n1	-1	1.4	1.8	0	3	1	-1.7	-0.1	-3	-3	-1.6
Cc1cc(Nc2ccc(N3CCC(C)CC3)cc2)n2ncnc2n1	-4	-0.4	-2.5	0	4	-5	-1.9	-0.2	-3	-4	-1.7
Cc1ccc(S(=O)(=O)N2CCN(c3nc(-c4cccs4)nc4ccccc34)CC2)cc1	-1	0.6	0.8	4	-7	-4	-1.3	/	5	2	-0.7
COC(=O)c1ccc(NC(=S)N(Cc2cccnc2)Cc2ccco2)cc1	4	0.2	-0.6	-1	-4	-4	-2.0	1.0	-6	-5	-1.3
COC(=O)c1cc(NC(=O)c2c(F)c(F)c(F)c(F)c2F)cc(C(=O)OC)c1	-3	-0.9	-1.6	3	7	-4	-2.4	1.7	-3	0	-0.4
Cc1ccc(NC(=O)CCNC(=O)Nc2ccccc2)cc1S(=O)(=O)N(C)C	-4	-1.9	-1.0	-3	3	0	-1.8	-0.6	-8	-2	-0.3

Reprinted from the part before: 3 compounds; new compounds follow.
SMILES	NR1D1 modulator	DAX1 inh-1	hgDAF-12 ag	PLCg1 inh	MBD2 DNA inh	SMARCA2 activ	hcDAF-12 act	DAX1 inh-2	PLCb3 inh	ADAM17 inh	ssDAF12 agonist
COC(=O)c1ccc(NC(=S)N(Cc2cccnc2)Cc2ccco2)cc1	4	0.2	-0.6	-1	-4	-4	-2.0	1.0	-6	-5	-1.3
COC(=O)c1cc(NC(=O)c2c(F)c(F)c(F)c(F)c2F)cc(C(=O)OC)c1	-3	-0.9	-1.6	3	7	-4	-2.4	1.7	-3	0	-0.4
Cc1ccc(NC(=O)CCNC(=O)Nc2ccccc2)cc1S(=O)(=O)N(C)C	-4	-1.9	-1.0	-3	3	0	-1.8	-0.6	-8	-2	-0.3
O=C1c2cccc3cc([N+](=O)[O-])cc(c23)C(=O)N1/N=C/c1ccc(O)cc1O	8	-1.9	-2.6	-11	-10	-3	-1.2	-2.1	-24	0	-1.6
Cc1ccc(C)c(NC(=O)CS(=O)(=O)c2c[nH]c3ccccc23)c1	2	0.2	0.8	7	4	-3	-0.5	-1.7	2	3	-0.5
S=C(c1cn(Cc2ccc(Br)cc2)c2ccccc12)N1CCOCC1	5	-0.9	2.0	2	-3	-2	-1.4	0.0	1	3	-1.3
O=C(NC1CCCCC1)N1CCc2[nH]c3ccccc3c2C1	2	-0.3	-0.7	-159	2	0	4.5	-0.9	-164	-24	0.0
Cc1ccccc1CNC(=O)C1CCC(=O)N(C2CC2)C1 (stereo not drawn)	1	1.3	-0.6	-1	3	-1	-0.2	0.7	-1	-2	-1.3
O=C(Oc1ccc(OC(=O)C2CCC2)cc1)C1CCC1	2	-0.2	-3.0	2	1	-2	2.8	-0.9	-2	-3	0.1
Nc1ccccc1Nc1cc(-c2ccccc2)nn1-c1ccccc1	-1	0.5	-0.3	-148	-2	-2	0.0	2.2	-173	-63	-1.5
COc1ccc(/C=N/N=C2/NC(=O)C(CC(=O)O)S2)cc1OCc1ccccc1Cl (stereo not drawn)	-5	-0.8	-0.3	2	-1	-1	0.0	-1.3	2	2	-1.3
CN(C(=O)CSc1nnc(C2CC2)n1-c1ccccc1)C1CCS(=O)(=O)C1 (stereo not drawn)	8	-0.1	-1.5	0	2	-3	-1.2	0.2	-4	-4	-1.1
O=S(=O)(c1ccccc1)[C@@]1(c2ccccc2)C[C@@H]2ON=C(c3cccc(-c4ccccc4)c3)[C@@H]2C1	5	0.2	-1.0	3	0	-1	-0.1	0.6	4	3	-1.6
CCc1cc2c(SCC(=O)NCC3CCCO3)ncnc2s1 (stereo not drawn)	8	-0.3	-1.1	7	0	-3	1.2	-0.8	-5	-1	-0.4
CCC(=O)NC(=S)Nc1cccc(NC(=O)c2ccco2)c1	3	-0.8	-1.5	1	2	0	-2.9	-1.1	-1	-2	-1.1
Cc1cc(C)c(C)c(OCCOCCN2CCN(C)CC2)c1	-4	0.0	-0.5	-3	1	-3	-0.4	0.3	-3	-3	-0.9
CCc1nc2c(OCc3ccc(F)cc3)cccn2c1N(C)C(=O)c1ccncc1	-3	-0.1	0.4	-2	0	2	0.0	/	3	-6	-0.7
COc1cccc(CN2C(=O)CCC2(C)C(=O)NC2CCCCC2)c1 (stereo not drawn)	0	-0.8	-3.6	4	-6	-3	-1.9	-1.2	0	-5	-1.8
CCn1c(=O)c2sccc2n2c(CCCC(=O)NCCc3ccc(S(N)(=O)=O)cc3)nnc12	1	-0.5	2.4	-1	0	-1	0.9	0.0	-7	-5	-0.2
COc1ccc(C(=O)Nc2ccccc2C(=O)N/N=C/c2ccccn2)cc1OC	1	-0.1	0.0	-6	-3	3	-3.4	/	-9	2	-1.5
CCOC(=O)c1ccccc1NC(=O)CSc1ccc(-c2ccccn2)nn1	3	0.1	-4.8	-1	-5	0	-1.1	-0.2	-8	-2	-0.7
CCOc1ccc(S(=O)(=O)N2CCCCC2)cc1NC(=O)C1=COCCO1	3	-0.9	-2.7	-1	-4	-1	0.0	-2.0	0	-1	-0.7
Cc1ccc(CNC(=O)C(=O)NCCC2CCCCN2S(=O)(=O)c2ccccc2)cc1 (stereo not drawn)	7	-1.2	0.6	1	3	1	-0.6	-0.9	2	-4	-1.1
Cn1cc(CN2CCC(n3nccc3NC(=O)C3CCCC3)CC2)cn1	-1	0.3	-0.1	-2	0	-1	3.9	-0.3	-6	-4	-0.6
CCOc1ccc(N(CC(=O)Nc2nccs2)S(=O)(=O)c2c(C)noc2C)cc1	10	0.4	8.4	-1	7	0	0.1	1.4	5	-2	-0.3
O=C(NCCCN1CCOCC1)c1cc(-c2ccc(F)cc2)no1	-1	0.0	10	1	1	-2	1.1	1.4	-6	1	-1.1
Nc1ccn(CC(=O)NCc2ccccc2)c(=O)n1	0	-0.1	1.0	-3	0	2	0.0	0.6	-2	-3	-1.1
CCOc1cc(NC(=O)c2cccs2)c(OCC)cc1NC(=O)CCC(=O)NCC1CCCO1 (stereo not drawn)	-3	-0.1	-1.9	-3	-2	2	-2.2	/	-7	3	-1.8
O=C(Nc1ccc(F)cc1F)N1CCN(c2ncccn2)CC1	-3	-0.5	-1.4	-2	2	-2	2.1	0.1	-1	-5	-1.1
C=CCSc1nnc(C)n1-c1ccc(Cl)cc1	1	-0.2	0.6	-1	5	-2	-1.2	0.6	-4	-4	-1.6
CCN(CCCNC(=O)COc1cc(=O)n(CC)c2ccccc12)Cc1ccccc1	2	0.9	1.9	-1	0	1	1.2	2.9	5	-1	-1.1
Cc1ccccc1NC(=S)N(Cc1cccs1)C1CCCC1	-1	0.9	1.1	1	2	-3	-0.6	0.2	-6	-6	-1.4
